# SRC3 TRFRET art – flags TR-FRET format artefacts in PPARgamma SRC-3 recruitment agonist screen; TR-FRET artefact counter-screen, PPARgamma/SRC-3 format; stronger effect = higher value; TR-FRET ratio at 8 µM; hit rate 0.39% among 99,000; AID 1048; in the data active means TR-FRET ratio above about 2000; further: inactives centre near 1600; reference of the scale not given here
# SRC1 TRFRET art – counter-screen for PPARgamma SRC-1 recruitment agonists: TR-FRET artefact; hit rate 0.34% among 99,000; AID 1051; TR-FRET detection artefact counter-screen, emission ratio; stronger effect = higher value; TR-FRET ratio at 8 µM; in the data active means TR-FRET ratio above about 2300; further: inactives centre near 1800; reference of the scale not given here
# The depositor's hits bear a star.
SMILES	SRC3 TRFRET art	SRC1 TRFRET art
O=C(N/N=C/c1ccncc1)c1cccc(NC(=O)c2ccccc2Cl)c1	1511	1786
CCc1ccc(NC(=O)N2CCN(c3ccccc3)CC2)cc1	1425	1914
COc1ccc(NC(=O)c2csc(Cc3ccc(Cl)cc3)n2)cc1	1663	1658
O=c1c(-c2cnn(-c3ccccc3)c2)coc2cc(O)ccc12	1733	1623
CC1=NN(C(=O)c2ccccc2Cl)C(O)(c2cccnc2)C1 (stereo unspecified)	1596	1889
COc1ccccc1C(O)(c1ccccc1)C(CN1CCOCC1)c1ccccc1 (stereo unspecified)	1683	1827
CCOc1ccc(C(=O)NNC2CC(=O)N(CCc3ccccc3)C2=O)cc1OC (stereo unspecified)	1524	2056
CCn1c(C)csc1=NC(=O)c1ccccc1O	1600	1754

# Another view of two compounds above:
> CC1=NN(C(=O)c2ccccc2Cl)C(O)(c2cccnc2)C1 (stereo unspecified)
  SRC3 TRFRET art: 1596 | SRC1 TRFRET art: 1889
> COc1ccccc1C(O)(c1ccccc1)C(CN1CCOCC1)c1ccccc1 (stereo unspecified)
  SRC3 TRFRET art: 1683 | SRC1 TRFRET art: 1827

# Remaining list, next part:
SMILES	SRC3 TRFRET art	SRC1 TRFRET art
CC1CCCN(CC(O)COC(c2ccccc2)c2ccccc2)C1 (stereo unspecified)	1654	1890
O=C(C1CCN(S(=O)(=O)c2cnc[nH]2)CC1)N(CCc1ccccc1)Cc1ccccc1	1693	2021
CC(C)CC(=O)Nc1ccc(C(=O)Cn2c(=O)oc3ccccc32)cc1	1353	2039
Cc1ccc(C)c(C(=O)COC(=O)c2cc([N+](=O)[O-])ccc2NCCO)c1	1616	1606
CCOC(=O)C1(Cc2ccccc2C)CCCN(C(=O)c2cc(CC)nn2C)C1 (stereo unspecified)	1686	1845
COC(=O)C1C(=O)/C(=C/N(C)C)C(=O)CC1(C)C (stereo unspecified)	1507	1967
O=C(NC(=S)N1CCN(c2ccc(C(F)(F)F)cc2[N+](=O)[O-])CC1)c1cccs1	1753	1937
CCN(CC)S(=O)(=O)c1ccc(Cl)c(NC(C)=O)c1	1620	1898

# Structures above containing four or more nitrogen atoms, in the order listed:
SMILES	SRC3 TRFRET art	SRC1 TRFRET art
O=C(N/N=C/c1ccncc1)c1cccc(NC(=O)c2ccccc2Cl)c1	1511	1786
O=C(C1CCN(S(=O)(=O)c2cnc[nH]2)CC1)N(CCc1ccccc1)Cc1ccccc1	1693	2021
O=C(NC(=S)N1CCN(c2ccc(C(F)(F)F)cc2[N+](=O)[O-])CC1)c1cccs1	1753	1937

# More records
SMILES	SRC3 TRFRET art	SRC1 TRFRET art
Cc1ccc(-c2nnc(SCC(=O)NC3CCCc4ccccc43)n2N)cc1 (stereo unspecified)	1657	1677
S=C(NC1CCCCC1)N1CCN(c2ncccn2)CC1	1724	1860
CCOC(=O)C1(CCOC)CCN(Cc2ccncc2)CC1	1810	1710
COC(CNC(=O)[C@H](CSCc1ccccc1)N1Cc2ccccc2C1=O)OC	1586	1890
Cc1csc(SC(C)C(=O)NCc2ccc3c(c2)OCO3)n1 (stereo unspecified)	1575	1816
O=C(CCl)Nc1cccc(S(=O)(=O)N2CCCCCC2)c1	1351	1618
C=CCn1c(SCC(=O)CC(=O)OCC)nc2cc(C(=O)N3CCC(C(N)=O)CC3)ccc2c1=O	1539	1768
COc1cccc(Cn2c(Oc3ccccc3)nc3c2c(=O)n(C)c(=O)n3C)c1	1478	1788
CSc1ccc(C(=O)C2CCCN(C(=O)c3nn(C)c(=O)c4ccccc34)C2)cc1 (stereo unspecified)	1653	1861
CC(C)C(OC(=O)/C=C/c1ccc2c(c1)OCO2)C(=O)NC(N)=O (stereo unspecified)	1696	2076
CCN(CC)C(=O)c1ccccc1NC(=O)c1ccccc1SC	1560	1719
CCOC(=O)C1=NOC(C(=O)NN(C)c2ncc(C(F)(F)F)cc2Cl)C1 (stereo unspecified)	1594	1708
COc1cc(/C=N/NC(=O)C(Cc2c[nH]c3ccccc23)NC(=O)OCc2ccccc2)cc([N+](=O)[O-])c1O (stereo unspecified)	1586	1896
COc1ccc(-c2cc(OC)c3ccccc3n2)cc1	1701	2082
CCOC(=O)C1(CCOc2ccccc2)CCN(Cc2cc(OC)c3c(c2)OCO3)CC1	1574	1627
O=C1N(Cc2cccnc2)C[C@@H]2C[C@@H](c3ccc(-c4ccccc4)cc3)N3CCC[C@@]123	1420	1681
COC(=O)c1ccc(COc2cc([N+](=O)[O-])cc3cccnc23)o1	1554	1939
COc1cc(NC(=S)NCc2ccc(S(N)(=O)=O)cc2)cc(OC)c1	1434	1761
COc1cccc(OC)c1C(=O)OCC(=O)/C(C#N)=C(\C)N	1350	1664
COc1ccccc1-n1c(=S)sc2c(=O)n(Cc3ccco3)c(SC)nc21	1543	1717
COC(=O)c1cccc(Oc2cccc(Cl)n2)c1	1676	1865
CCc1cccc(C)c1NC(=O)CSc1nc(-c2ccccc2F)nc2nc[nH]c12	1439	1611
CCOC(=O)/C=C/C(=O)OCC(=O)Nc1cccc(Br)c1	1539	1705
CC(C)(O)C(=O)NNC(=S)NCc1ccco1	1467	1813
CCN(CC)c1ccc(C=O)c(OC)c1	1725	1839
CC(=O)c1c(C)[nH]c(C(=O)CSc2nnc(N)s2)c1C	1732	2073
CCOc1cc(CNCCCN2CCOCC2)cc(Br)c1OCc1ccccc1Cl	1646	1708
CNc1ccc(/C=C/C(=O)c2ccc(C)cc2)cc1[N+](=O)[O-]	1293	1679
COc1ccc(C(=O)C(OC(=O)c2ccccc2Cl)c2ccccc2)cc1 (stereo unspecified)	1596	1965
O=C(O)C1=C[C@H](c2csc3ccccc23)C[C@H](OCc2ccc(CO)cc2)O1	1734	1867
CCOc1ccc(/C=N/OC(C)C(=O)NCc2ccc3c(c2)OCO3)cc1 (stereo unspecified)	1550	1856
CCOc1cccc2sc(N(CCCN(C)C)C(=O)c3ccc(S(=O)(=O)N(C)c4ccccc4)cc3)nc12	1534	2028
COc1ccc(Cc2[nH]n3c(=O)cc(C)nc3c2-c2ccccc2)cc1	1760	1549
O=C(NCCc1c[nH]c2ccccc12)C(=O)NCC(c1ccco1)N1CCN(c2ccccc2F)CC1 (stereo unspecified)	1413	1574
Cc1ccc2ncccc2c1NC(=S)NC(=O)c1ccccc1	1671	2033
COC(=O)CCC(=O)NNC(=O)c1cccc(Br)c1	1521	1884
Cc1ccc(C)c(/C=N/NC(=S)NC(C)C)c1	1599	1588
O=C(CSc1nnc(SCc2ccc(Cl)cc2)s1)N/N=C/c1c[nH]c2ccccc12	1613	1713
Cc1c2c(n3c(nc4ccccc43)c1C#N)N(CCN1CCOCC1)CC2	1618	1799
Cc1nc2c(-c3ccc(Cl)cc3)c(C)[nH]n2c(=O)c1Cc1ccccc1	1529	1657

# The final 3 records of the section before open the next one:
SMILES	SRC3 TRFRET art	SRC1 TRFRET art
O=C(CSc1nnc(SCc2ccc(Cl)cc2)s1)N/N=C/c1c[nH]c2ccccc12	1613	1713
Cc1c2c(n3c(nc4ccccc43)c1C#N)N(CCN1CCOCC1)CC2	1618	1799
Cc1nc2c(-c3ccc(Cl)cc3)c(C)[nH]n2c(=O)c1Cc1ccccc1	1529	1657
CN(CCC#N)C(=O)COC(=O)c1ccc(Cl)c(S(=O)(=O)N(C)c2ccccc2)c1	1331	1424
COc1ccc(-n2cnnc2SCC(=O)Nc2cccnc2Cl)cc1	1565	1706
C#CCOCCOCCOCCNc1nc(N2CCN(C(=O)C(Cc3cc4ccccc4[nH]3)n3cc(C(N)Cc4ccc(O)cc4)nn3)CC2)nc(N2CCN(C(=O)C(Cc3cc4ccccc4[nH]3)n3cc(C(N)Cc4ccc(O)cc4)nn3)CC2)n1 (stereo unspecified)	1600	1788
CCOc1ccc(NC(=O)COn2nnc3ccc(S(=O)(=O)N4CCOCC4)cc32)cc1	1668	1962
FC(F)(F)c1cccc(Cc2noc(CN3CCCC(OCc4ccccn4)C3)n2)c1 (stereo unspecified)	1459	1878
COCC(C)n1c(C)cc(C(=O)COc2ccc(S(=O)(=O)N3CCOCC3)cc2Cl)c1C (stereo unspecified)	1457	1830
Cc1c(O)cc2c(c1O)C(=O)CC(c1ccc(O)cc1)O2 (stereo unspecified)	1636	1793
CCCn1c(SCC(=O)NCc2ccc(C)cc2)n[nH]c1=O	1697	1781

# Remaining list, next part:
SMILES,SRC3 TRFRET art,SRC1 TRFRET art
CC(C)(C)OC(=O)CC[C@@H](C(=O)N1CCN(C(=O)OC(C)(C)C)CC1)n1cc(C(Cc2ccc(O)cc2)NC(=O)OC(C)(C)C)nn1 (stereo partly specified),1392,1695
Cc1ccc(S(=O)(=O)N2CCN(C(=O)c3n[nH]c(=O)c4ccccc34)CC2)cc1,1422,1633
O=c1sc2ccccc2c(=O)n1Cc1ccccc1F,1698,1853
CCN(C(=O)CSc1nnc(-c2ccccc2Br)o1)C1CCS(=O)(=O)C1 (stereo unspecified),1269,1679
CCN(CC)c1ccc(/C=N/N2C(=O)c3ccccc3C2=O)cc1,1687,1787
CC(=O)Nc1ccc(Sc2ccccc2C(=O)O)cc1,1406,1721
c1ccc(CSc2ccc3nnc(-c4cccnc4)n3n2)cc1,1568,1782
S=C1NNC2(CC3CC2C2CCCC32)NN1 (stereo unspecified),1613,1831
O=C(O)c1ccc(NC(=S)N2CCCCC2)cc1,1732,1852
O=c1c2ccccc2nc(SCc2nc3ccccc3s2)n1CCCO,1801,1737
O=S1(=O)Nc2c(ccc3cccnc23)-c2ccccc21,1643,1820
CS(=O)(=O)N1N=C(c2ccco2)CC1c1ccc(Br)cc1 (stereo unspecified),1787,2093
COc1ccc(-c2noc(CCc3ccccc3)n2)cc1,1592,1909
CN(C)CCCN(C(=O)c1ccco1)c1nc2c(F)cc(F)cc2s1,1701,1638
N#Cc1ccccc1Sc1ccccc1C(=O)OCC(=O)NC12CC3CC(CC(C3)C1)C2,3416*,2330*
COc1ncccc1C(=O)N1CCCC(C(=O)c2cc(F)ccc2F)C1 (stereo unspecified),1714,1868
COc1ccc(C=O)cc1OS(=O)(=O)c1ccc(NC(C)=O)cc1,1686,1671
c1ccc(Nc2c3c(nc4ncnn24)CCC3)cc1,1438,1788
O=C(CCNS(=O)(=O)c1cccc2nsnc12)NCCc1ccccc1,1654,1630
N#CC(C#N)=C1C=C2C=C(N3CCOCC3)CCC2CC1 (stereo unspecified),1539,1551
CN1CCCC(OC(=O)c2cc(Cl)cc(Cl)c2)C1 (stereo unspecified),1369,1730
CCN(CC)Cc1cc(NC2=NS(=O)(=O)c3ccccc32)ccc1OC(=O)c1ccccc1,1737,1885
COC(=O)C1=NNC2(c3ccc(C)cc3)C(=O)N(c3cccc(C)c3C)C(=O)C12 (stereo unspecified),1259,1792
CCCN(CC(=O)Nc1ccc(F)c(F)c1F)Cc1cc(=O)n2ccsc2n1,1657,1877
Cc1cc2nnc(SCC(=O)Nc3cccc(S(=O)(=O)N4CCOCC4)c3)n2c2ccccc12,1642,1861
O=C1C(=O)N(c2ccccc2)C(c2ccccc2[N+](=O)[O-])/C1=C(\O)c1ccccc1 (stereo unspecified),1651,1390
Cn1c(SCC(=O)Nc2ncc(C(F)(F)F)cc2Cl)nnc1-c1ccc(Cl)cc1,1698,1842
Cc1cc2c(cc1C)C(c1ccccc1Br)CC(=O)N2 (stereo unspecified),1543,1768
CCNC(=O)CSc1nnc(-c2ccccc2Br)n1-c1cccc(C(F)(F)F)c1,1584,1593
CC(C)Cc1nnc(NC(=O)Nc2ccccc2)s1,1453,1654
O=C(N/N=C/c1ccc([N+](=O)[O-])o1)c1cc2c(ccc3ccccc32)o1,1688,1692
Cc1cc(C(=O)N2CCN(c3ccccn3)CC2)c(C)o1,1427,2248
COc1ccc2nc(N=Nc3c(O)ccc4ccccc34)sc2c1,1427,1714
O=Cc1ccc(-c2cccc(C(=O)O)c2)o1,1645,1863
Cc1cccc2nc(CSc3nc4ccc([N+](=O)[O-])cc4[nH]3)c(Br)n12,1769,1769
O=C(NNc1cccc(Cl)n1)C1CC1,1585,1942
O=C1CCCN1CCC12CC3CC(CC(C3)C1)C2,1387,1998
Cc1ncc(CN2CCN(CCc3ccccc3)C(CCO)C2)s1 (stereo unspecified),1891,1761
Cc1ccc(S(=O)(=O)CCC(=O)NCCN2C(=O)S/C(=C/c3ccc(F)cc3)C2=O)cc1,1454,1721
CC(C)(C)NC(=O)Cn1cnc2cc([N+](=O)[O-])ccc2c1=O,1686,2002
Cc1cc(NC(=S)N(CCN2CCOCC2)Cc2ccccc2F)ccc1Cl,1381,1728
CC(=O)c1c(-c2ccccc2)c2ccccc2[nH]c1=O,1761,1845
Cc1ccc(S(=O)(=O)N(CC(=O)NCc2cccnc2)C2CCCCC2)cc1,1248,1978
CCC(C)(C)NC(=O)/C=C/c1ccccc1[N+](=O)[O-],1396,1638
O=C(c1cccc(OC2CCN(C3CCCC3)CC2)c1)N1CCCCCCC1,1546,2028
CC(C)(c1ccccc1)c1ccc(OCC(O)CNC2CCN(Cc3ccccc3)CC2)cc1 (stereo unspecified),1370,1707
CCOC(=O)c1sc(NC(=O)c2ccco2)c(C#N)c1C,1739,2025
Cc1cc(C(=O)OCC(=O)Nc2cccc(S(=O)(=O)N(C)C)c2)c2ccccc2n1,1439,1597
Cc1cccc(C)c1NC(=S)NC(=O)c1ccccc1F,1397,1605
O=C(NCCCn1ccnc1)C(=O)NC1CCCCC1,1551,1854
CCN(CC)S(=O)(=O)c1cc(C)ccc1NC(=S)Nc1cccnc1,1677,1831

# Single entries from the results shown.
# CC(C)(C)OC(=O)CC[C@@H](C(=O)N1CCN(C(=O)OC(C)(C)C)CC1)n1cc(C(Cc2ccc(O)cc2)NC(=O)OC(C)(C)C)nn1 (stereo partly specified) – SRC1 TRFRET art = 1695
# CS(=O)(=O)N1N=C(c2ccco2)CC1c1ccc(Br)cc1 (stereo unspecified) – SRC1 TRFRET art = 2093
# C=CCn1c(SCC(=O)CC(=O)OCC)nc2cc(C(=O)N3CCC(C(N)=O)CC3)ccc2c1=O – SRC1 TRFRET art = 1768
# Cc1cccc(C)c1NC(=S)NC(=O)c1ccccc1F – SRC1 TRFRET art = 1605
# O=c1sc2ccccc2c(=O)n1Cc1ccccc1F – SRC3 TRFRET art = 1698
